Compound activity (PubChem BioAssay)
TDP1 cell CPT – DT40-hTDP1 cell growth loss with CPT; hit rate 12% among 420,000; AID 686979; Potency, µM (top dose mostly 46.2 µM), without a hit: at the highest dose activity change, negative = growth inhibition, hits mostly inhibitors; chicken DT40 Tdp1-/-;hTDP1 cells + 20 nM CPT, ATP luminescence, 48 h; note: nearly all actives have a fitted effect of over 55% in size
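Chicken DT40 Tdp1-/- cells complemented with human TDP1, 400 cells/well, exposed to compounds plus 20 nM camptothecin for at least 48 h at 37 C; viability read as ATP content by CellTiter-Glo luminescence.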
DT40 TDP1 no CPT – qHTS for Inhibitors of human tyrosyl-DNA phosphodiesterase 1 (TDP1): qHTS in cells in absence of CPT; DT40 Tdp1-/- hTDP1 cells, no CPT, ATP luminescence, 48 h; Potency, µM (highest dose often 46.2 µM), without a hit: at the highest dose activity change, negative = growth inhibition, actives largely listed as inhibitors; hit rate 15% among 420,000; note: nearly all actives have a fitted effect of over 55% in size
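Stably hTDP1-transfected Tdp1-null chicken DT40 cells were treated with library compounds minus camptothecin and grown for at least 48 hr at 37 °C, after which cellular ATP was quantified by luminescence.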
GCN5L2 inh – GCN5L2 (KAT2A) acetyltransferase inhibition; GCN5L2 HAT assay, ThioGlo1 CoA-SH fluorescence; Potency, µM (titrated, usually from 58.9 µM), for the others: at the top dose activity change, negative = inhibition, hits mostly inhibitors; hit rate 0.21% among 390,000; AID 504327
Target sequence (Q92830 whole entry, looked up): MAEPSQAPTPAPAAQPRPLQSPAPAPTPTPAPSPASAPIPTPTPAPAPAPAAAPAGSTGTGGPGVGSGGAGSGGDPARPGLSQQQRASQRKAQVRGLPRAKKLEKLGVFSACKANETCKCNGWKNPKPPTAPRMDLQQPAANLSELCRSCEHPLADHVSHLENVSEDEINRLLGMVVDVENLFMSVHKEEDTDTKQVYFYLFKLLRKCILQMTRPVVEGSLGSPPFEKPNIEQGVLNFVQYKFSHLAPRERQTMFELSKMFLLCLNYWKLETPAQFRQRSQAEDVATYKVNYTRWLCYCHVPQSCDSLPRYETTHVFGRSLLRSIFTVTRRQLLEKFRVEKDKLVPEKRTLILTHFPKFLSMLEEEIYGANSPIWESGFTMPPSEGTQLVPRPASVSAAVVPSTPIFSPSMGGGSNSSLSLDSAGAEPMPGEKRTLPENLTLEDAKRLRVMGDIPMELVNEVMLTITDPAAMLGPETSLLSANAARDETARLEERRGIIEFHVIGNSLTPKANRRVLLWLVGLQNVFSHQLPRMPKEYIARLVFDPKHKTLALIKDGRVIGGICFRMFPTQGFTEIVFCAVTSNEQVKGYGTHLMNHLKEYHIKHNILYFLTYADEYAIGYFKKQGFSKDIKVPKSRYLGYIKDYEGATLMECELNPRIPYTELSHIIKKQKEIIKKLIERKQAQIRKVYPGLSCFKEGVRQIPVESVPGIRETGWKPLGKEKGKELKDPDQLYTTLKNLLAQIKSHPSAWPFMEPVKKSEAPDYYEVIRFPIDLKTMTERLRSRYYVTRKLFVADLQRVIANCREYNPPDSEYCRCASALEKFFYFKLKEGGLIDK
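qHTS, 1536-well. 20nM enzyme, pH 7.5 HEPES/EDTA/Tween-20 buffer; 15 min compound preinc., RT. Start: 75uM H3(1-25), 70uM AcCoA, 50uM ThioGlo1. Read Ex340/Em540 at t=0 (autofluorescence flag) and t=20 min.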
* = called active by the depositor; ? = inconclusive; . = no result given; & = joins results of further samples. Calls come from the whole dose curve; as a rule, active = well fitted curve in the direction sought with a large enough effect; inconclusive = small, poorly fitted or top-dose-only effect, or another doubt; inactive = no such curve, though single readings can be large; an effect the other way counts as inactive or inconclusive. % is set by controls: 0 for no effect and ±100 for the full control effect; potency is the fitted concentration of half-maximal effect.

molecule | TDP1 cell CPT | DT40 TDP1 no CPT | GCN5L2 inh
CN1CCc2c1nc1ccccc1c2N (tested in a mixture with another compound) | 12% | 0% | -6%
O=C(CSc1nnc(NC2CC2)s1)c1ccc[nH]1 | 6% | 0% | -5%
COC(=O)c1cc(OC)c(OC)cc1NC(=O)CCc1ccc(C)o1 | ? | ? | 0%
Cc1cccc(-n2c(SCCC(=O)O)nnc2-c2cccs2)c1C | ? | ? | 0%
CCOc1ccc2oc(C(=O)Nc3cc(C)ccn3)c(C)c2c1 | ? | ? | -6%
CSc1ccccc1-c1nc(-c2ccncc2)no1 | -21% | ? | 16%
Cc1cccc(CCNC(=O)c2cccc3c2C(=O)N(C2CCCCC2)C3)c1 | ? | -4% | -20%
CCN1CCN(c2ccc(NC(=O)CCc3c(C)nc4c(-c5ccc(F)cc5)c(C)nn4c3C)cc2)CC1 | 10µM* | 5.8µM* | -1%
c1ccc(CSc2nnc3ccc(-c4cccs4)nn23)nc1 | -14% | 20% | -22%
CC(=O)N1CCN(S(=O)(=O)c2cccc(C(=O)Nc3cc(C(F)(F)F)ccc3N3CCOCC3)c2)CC1 | -1% | 1% | -1%
Cc1cccc(OCCC(=O)Nc2ccc(F)c(Cl)c2)c1 | 0% | -7% | -8%
Cc1ccccc1OCC(=O)N1N=C(c2cccnc2)CC1(O)C(F)(F)F (centres undefined) | -30% | ? | -1%
CCN(CC)C(=O)[C@H]1C[C@H](CC(=O)NCCN2CCOCC2)C(=O)N2CCc3c([nH]c4cc(-c5ccco5)ccc34)[C@]12C | 21µM* | ? | -1%
C#CCOCCOCCOCCNc1nc(N2CCN(C(=O)C([C@@H](C)CC)n3cc(C(N)COC(=O)C(F)(F)F)nn3)CC2)nc(N2CCN(C(=O)[C@H](CCCCN)n3cc(C(N)CC(C)C)nn3)CC2)n1 (some centres undefined) | -11% | -1% | .
COc1ncc2nc(-c3cccs3)c(=O)n(Cc3ccc(F)cc3)c2n1 | -18% | -6% | -3%
O=C(O)c1cccnc1Nc1ccc(Cl)cc1 | ? | ? | 18%
CCN1C(=O)[C@H]2[C@@H](c3ccc(C)cc3)N3C(=O)N(c4cccc(F)c4)C(=O)[C@@]3(C)[C@H]2C1=O | -17% | -4% | 1%
CN(C)CCOC(C1CCCCC1)C1CCCCC1 | -15% | -30% | 2%
O=C(COc1coc(CN2CCN(c3ccccc3)CC2)cc1=O)NCC1CCCO1 (centres undefined) | 20% | -10% | -19%
c1csc(CNc2nc(Oc3ccncc3)c3sccc3n2)c1 | -26% | -14% | .

Part of the list above in order of length of the SMILES, highest first.
molecule | TDP1 cell CPT | DT40 TDP1 no CPT | GCN5L2 inh
C#CCOCCOCCOCCNc1nc(N2CCN(C(=O)C([C@@H](C)CC)n3cc(C(N)COC(=O)C(F)(F)F)nn3)CC2)nc(N2CCN(C(=O)[C@H](CCCCN)n3cc(C(N)CC(C)C)nn3)CC2)n1 (some centres undefined) | -11% | -1% | .
CCN(CC)C(=O)[C@H]1C[C@H](CC(=O)NCCN2CCOCC2)C(=O)N2CCc3c([nH]c4cc(-c5ccco5)ccc34)[C@]12C | 21µM* | ? | -1%
CCN1C(=O)[C@H]2[C@@H](c3ccc(C)cc3)N3C(=O)N(c4cccc(F)c4)C(=O)[C@@]3(C)[C@H]2C1=O | -17% | -4% | 1%
CC(=O)N1CCN(S(=O)(=O)c2cccc(C(=O)Nc3cc(C(F)(F)F)ccc3N3CCOCC3)c2)CC1 | -1% | 1% | -1%
O=C(COc1coc(CN2CCN(c3ccccc3)CC2)cc1=O)NCC1CCCO1 (centres undefined) | 20% | -10% | -19%
Cc1cccc(CCNC(=O)c2cccc3c2C(=O)N(C2CCCCC2)C3)c1 | ? | -4% | -20%
Cc1ccccc1OCC(=O)N1N=C(c2cccnc2)CC1(O)C(F)(F)F (centres undefined) | -30% | ? | -1%
COC(=O)c1cc(OC)c(OC)cc1NC(=O)CCc1ccc(C)o1 | ? | ? | 0%
Cc1cccc(-n2c(SCCC(=O)O)nnc2-c2cccs2)c1C | ? | ? | 0%
c1csc(CNc2nc(Oc3ccncc3)c3sccc3n2)c1 | -26% | -14% | .
O=C(CSc1nnc(NC2CC2)s1)c1ccc[nH]1 | 6% | 0% | -5%
O=C(O)c1cccnc1Nc1ccc(Cl)cc1 | ? | ? | 18%

(listing goes on)
molecule | TDP1 cell CPT | DT40 TDP1 no CPT | GCN5L2 inh
Cc1ccc(OCC(=O)Nc2ccc(S(=O)(=O)Nc3ncccn3)cc2)c(C(C)(C)C)c1 | -15% | -3% | 2%
CCOC(=O)C1=C[C@@H](C(C)(C)C)N(S(=O)(=O)c2ccc(C)cc2)[C@H]1c1cccc(Cl)c1 | 15µM* | 13µM* | .
COc1ccccc1N1CCN(C(=O)Nc2cn(CC(C)C)c(=O)c3ccccc23)CC1 | ? | ? | 0%
COc1ccc(-c2csc(NC(=O)CC(NC(C)=O)c3ccccc3)n2)cc1OC (centres undefined) | ? | ? | -7%
COc1c(C)cc(C(O)c2ncc(-c3cccc4ccccc34)[nH]2)cc1C (centres undefined) | 21µM* | 18µM* | .
Cc1nc(N)c(C#N)c(-c2cccnc2)c1-c1ccccc1 | -22% | -26% | -3%
Nc1nn(S(=O)(=O)c2ccccc2)cc1-c1cccc([N+](=O)[O-])c1 | -6% | ? | -16%
COc1ccc(S(=O)(=O)N2CCCCCC2)cc1NC(=O)CCNC(=O)c1ccc(Cl)cc1 | -20% | ? | .
CCC(=O)N1CCc2cc(Br)cc(S(=O)(=O)NCCCN(C)Cc3ccccc3)c21 | 1% | -30% | -5%
N#CCCN(C(=O)COC(=O)c1ccc2ccccc2n1)c1ccccc1 | 9% | 21% | -1%
CCOC(=O)Cc1csc(NC(=O)CSc2nnnn2-c2ccc(F)cc2)n1 | ? | -28% | -4%
CCN1C[C@@H]2[C@@H]3C(=O)N(Cc4ccccc4)C(=O)[C@@H]3[C@](C)(C1=O)N2C(=O)c1ccccc1 | 15% | 4% | .
Cc1c(C)n(C)c2ccc([N+](=O)[O-])cc12 | 4% | -1% | -6%
Cc1ccccc1OCC(=O)Nc1cccc(N(C)S(C)(=O)=O)c1 | -22% | -29% | -13%
O=[N+]([O-])c1ccc(C=NNc2ccc(S(=O)(=O)O)cc2)cc1 | -17% | -6% | .
Brc1cc2c(cc1CN1CCc3ccccc3C1)OCO2 | ? | ? | -16%
Cc1cccn2c(=O)c3cc(C(=O)NCc4cccnc4)c(=N)n(CC4CCCO4)c3nc12 (centres undefined) | 9% | ? | -17%
c1ccc(CNn2nnc3ccccc32)cc1 | -24% | ? | .
CCN(CC)S(=O)(=O)c1ccc(N2CCOCC2)c(NC(=O)c2cccc(C#N)c2)c1 | -12% | -7% | -4%
CC(C)CC(=O)Nc1ccc(-c2nc3ccccc3c(=O)o2)cc1 | -24% | -23% | -7%

(further entries)
molecule | TDP1 cell CPT | DT40 TDP1 no CPT | GCN5L2 inh
CCCN(CCC)CC(C)(C)NS(=O)(=O)c1ccc(Cl)cc1 | -25% | -25% | -2%
CO[C@@H]1CN(C)C(=O)c2ccc(NC(=O)C3CCC3)cc2OC[C@H](C)N(CC2CCCCC2)C[C@H]1C | ? | ? | .
COc1ccc(N(Cc2cc3cc(OC)ccc3[nH]c2=O)C(=O)c2cccc(Cl)c2)cc1 | ? | ? | 0%
CCOC(=O)c1ccccc1NC(=O)CSc1nnnn1C | -7% | -3% | 1%
CCOc1cccc(CN2CCCC(C(=O)Nc3cccc(-n4cccn4)c3)C2)c1 (centres undefined) | ? | ? | -15%
COc1ccccc1N1CCN(Cc2cc(=O)oc3cc(C)ccc23)CC1 | 23µM* | ? | .
CCc1cc[n+](/C(C(=S)Nc2cccc(C)c2)=C(/[O-])c2ccc(C)c([N+](=O)[O-])c2)cc1 | 16µM* | 12µM* | -2%
O=C(NC1CC1)C1=C[C@@H](C2CC2)C[C@@H](OCc2ccc(CO)cc2)O1 | -23% | -18% | -9%
CC(=O)c1n[nH]nc1Nc1nc(C)cc(C)n1 | 1% | 8% | -3%
Cc1cc(NS(=O)(=O)c2ccc(N3C(=O)C4C5C=CC(C5)C4C3=O)cc2)nc(C)n1 (centres undefined) | -2% | 2% | 29%
CN(C)c1ccc(-n2c(CCC(=O)O)ccc2-c2ccccc2)cc1 | -24% | 6% | -8%
O=C(CCC1CCCCC1)Nc1cc(Cl)ccc1N1CCOCC1 | 1% | ? | 0%
COc1cccc(-c2cc(C(=O)NCCCn3ccnc3)c3ccccc3n2)c1 | -28% | ? | -1%
Cc1ccc(S(=O)(=O)NCC(=O)OCc2nnc(-c3ccccc3)o2)cc1C | -4% | -8% | -2%
COc1ccc(-c2cc(CCCC(=O)NCCc3ccccc3)no2)cc1 | ? | ? | 17%
Nc1nc(-c2ccc3ccccc3c2)c(C2(O)C(=O)Nc3c(Br)cc(F)cc32)s1 (centres undefined) | 0% | -1% | 1%
Cc1ccc(C)c(N2CCN(C(=S)Nc3ccc4nc(N5CCN(C)CC5)cc(C)c4c3)CC2)c1 | 16µM* | 12µM* | -2%
O=C(O)/C=C/C(=O)Nc1ccc(Cc2ccc(NC(=O)/C=C/C(=O)O)cc2)cc1 | 12% | 7% | -3%
O=C(CSc1nnnn1Cc1ccccc1)NCCc1ccccc1 | 1% | -10% | -8%
O=C(/C=C/c1cn(CC(O)CN2CCCCCC2)c2ccccc12)c1ccccc1 (centres undefined) | ? | 23µM* | -16%

Later entries.
molecule | TDP1 cell CPT | DT40 TDP1 no CPT | GCN5L2 inh
COc1ccc([N+](=O)[O-])cc1NC(=O)/C=C/C(=O)O | -6% | -3% | 3%
O=C(CNC(=O)c1nc[nH]c1C(=O)NCC(=O)OCc1ccccc1)OCc1ccccc1 | -6% | -26% | 18%
Cc1cc2c3ccccc3ncn2n1 | -5% | -29% | -9%
CCOc1ccc(N(CC(=O)N2CCN(Cc3ccccc3)CC2)S(C)(=O)=O)cc1 | -26% | 1% | -7%
CCOc1ccc(N(CC)C(=O)Cc2c(C(=O)O)n(C)c3ccccc23)cc1 | 17% | 8% | -10%
O=C(NCC1CCN(Cc2ccc(F)cc2)CC1)c1cc2ccc3cccnc3c2[nH]1 | 16µM* | 21µM* | -26%
O=C(c1cnccn1)N1CCC2(CCCN(c3ccccc3)C2)CC1 | -29% | ? | -7%
CCN(C(=O)COc1ccc(F)cc1Br)c1c(N)n(Cc2ccccc2)c(=O)[nH]c1=O | -3% | 9% | 1%
CC/C(CC(C)(C)c1ccccc1)=N\O | 14% | -16% | -2%
Cc1ccc(C(=O)N2CCc3ccccc32)cc1NC(=O)c1ccco1 | ? | ? | -17%
COc1ccc(C(=O)N(Cc2ccco2)Cc2cc3cc(C)ccc3[nH]c2=O)cc1OC | ? | 16µM* | .
O=C(O)CS(=O)(=O)CC(=O)O | 4% | -9% | -7%
COC(=O)c1scc(C)c1NC(=O)c1cccc(C#N)c1 | -1% | 0% | 4%
Cc1ccc(/C=N/NC(=O)Cn2cnc3ccccc32)o1 | -6% | -11% | 7%
CCOc1ccc(C(c2c(C)n(C)n(-c3ccccc3)c2=O)c2c(C)n(C)n(-c3ccccc3)c2=O)c(O)c1 | -5% | 2% | .
COC(=O)c1c(NC(=O)c2ccc(C)cc2)csc1C | 2% | -1% | -4%
CCc1ccc(OCC(=O)NC(NC(=S)Nc2ccc(Cl)cc2)C(Cl)(Cl)Cl)cc1 (centres undefined) | 15µM* | 13µM* | 0%
O=C(O)c1ccc(CNCc2cccc(OCc3ccc(F)cc3)c2)cc1 | ? | 15% | 2%
O=C(COC(=O)CCc1nc2ccccc2s1)NC(=O)NCc1ccco1 | 15% | 9% | -24%
CCC(C)Sc1nnc(Cc2cc(=O)[nH]c(=O)[nH]2)n1-c1ccc(OC)cc1 (centres undefined) | -20% | -15% | -7%

Carrying on.
molecule | TDP1 cell CPT | DT40 TDP1 no CPT | GCN5L2 inh
COc1cccc(NC(=O)CN(C)C(=O)c2ccc3ccccc3c2)c1 | -3% | 2% | -3%
O=C(Oc1cncc(Cl)c1)c1ccco1 | -2% | -11% | -3%
Cc1cc(C)n2nc(SCC(=O)Nc3ccc(O)cc3)nc2n1 | 2% | -4% | 0%&-8%
Cc1ccccc1Cn1ccc(NC(=O)c2onc(C)c2Cl)n1 | 0% | -5% | -1%
CC(C)(C)c1ccc(C(=O)Cn2cnnc2C#N)cc1 | 21µM* | 16µM* | -4%
CC(C)Sc1sc(C(=O)O)c(-c2ccc(Cl)cc2)c1C#N | 18% | -11% | -6%
O=C(/C=C/c1ccccc1[N+](=O)[O-])OCC(=O)c1ccccc1 | -1% | -7% | -11%
CCOC(=O)c1ccc(NC(=O)CSc2cn(CC(=O)N3CCCC3)c3ccccc23)cc1 | ? | 18µM* | 0%

Only part of the results is shown; count on the stated rates, not on these rows.
